# Source: PubChem (National Center for Advancing Translational Sciences (NCATS))
# Pin1 inhibitor – blocks the human prolyl isomerase Pin1; Q13526; Pin1 FP peptide displacement, HiFluor488, 10 min; Potency, µM (highest dose often 115 µM), without a hit: at the highest dose activity, negative = inhibition, actives largely listed as inhibitors; 390,000 tested, 0.009% active; active = well fitted inhibition curve with a large enough effect in the polarisation, with a control signal flat, not every such curve was filed as active; inconclusive = small, poorly fitted or top-dose-only effect, or effect the other way, or a change in a side signal; inactive = no such curve, though single readings can be large or run the other way; the % refers to the polarisation; note: potency is the fitted concentration of half-maximal effect; % is set by controls: 0 for no effect and ±100 for the full control effect
# PI4K2A block – inhibitors of human PI4K2A; Q9BTU6; activity change, negative = inhibition, % at 76.9 µM; AID 1346378; 420,000 tested, 0.13% active; purified PI4K2A, ADP-Glo luminescence, 1 h; stronger effect = lower value; in the data active = activity change below about -50%; inconclusive = mostly about -30% to -49%;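 note: -100% = wells without enzyme as full effect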
# Target sequence (Q9BTU6 whole entry, looked up): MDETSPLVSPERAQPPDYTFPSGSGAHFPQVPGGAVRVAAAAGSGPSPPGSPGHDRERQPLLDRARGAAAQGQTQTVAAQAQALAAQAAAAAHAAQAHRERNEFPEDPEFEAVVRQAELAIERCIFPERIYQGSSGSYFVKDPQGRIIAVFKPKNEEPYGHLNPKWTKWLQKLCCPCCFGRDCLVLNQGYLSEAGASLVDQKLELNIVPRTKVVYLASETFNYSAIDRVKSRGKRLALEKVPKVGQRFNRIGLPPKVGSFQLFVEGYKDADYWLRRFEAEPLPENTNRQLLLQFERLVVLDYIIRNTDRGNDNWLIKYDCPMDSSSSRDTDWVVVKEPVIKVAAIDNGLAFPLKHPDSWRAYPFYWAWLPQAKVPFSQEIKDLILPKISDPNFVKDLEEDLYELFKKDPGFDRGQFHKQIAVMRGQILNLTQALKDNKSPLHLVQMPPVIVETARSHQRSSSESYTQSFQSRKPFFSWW
#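 ADP-Glo luminescence measured ADP generated by PI4K2A enzyme (4 ug/mL before mixing) with 1.2 mM PI substrate (pre-mix) and 300 microM ATP (pre-mix). Tris pH7.5 buffer with MgCl2, Triton X-100; 1 h reaction at ambient temperature.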
# G9a inh – G9a (human) methyltransferase inhibition; G9a H3K9 monomethylation, AlphaScreen, 2 h; Potency, µM (highest dose often 102 µM), for the others: at the highest dose activity, negative = inhibition, usual class: inhibitors; 350,000 tested, 8.8% active; AID 504332; note: potency is the fitted concentration of half-maximal effect; % is set by controls: 0 for no effect and ±100 for the full control effect; nearly all actives have a fitted effect of over 75% in size
# Target sequence (Q96KQ7 913-1193 limits assumed): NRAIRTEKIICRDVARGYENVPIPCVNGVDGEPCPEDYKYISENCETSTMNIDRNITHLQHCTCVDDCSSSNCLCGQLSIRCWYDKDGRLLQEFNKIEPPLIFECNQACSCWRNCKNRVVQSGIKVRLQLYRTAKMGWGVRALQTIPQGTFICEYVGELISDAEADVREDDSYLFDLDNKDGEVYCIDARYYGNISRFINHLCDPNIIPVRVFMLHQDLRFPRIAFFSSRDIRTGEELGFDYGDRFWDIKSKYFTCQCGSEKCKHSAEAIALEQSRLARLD
#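 AlphaScreen read-out: biotin-H3K9 peptide (500 nM) methylation by 20 nM enzyme with 20 uM SAM, 2 h at room temperature after 15 min compound preincubation; anti-monomethyl H3K9 antibody plus donor/acceptor beads, 10 min dark.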
# GLS inhibitor – blocks human kidney-isoform glutaminase activity; Potency, µM (titrated, usually from 45.5 µM), inactives show at the highest dose activity change, negative = inhibition, most hits filed as inhibitors; AID 624170; GLS enzymatic activity, qHTS titration; 410,000 tested, 0.21% active; note: potency is the fitted concentration of half-maximal effect; % is set by controls: 0 for no effect and ±100 for the full control effect
#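 hKGA; 45 mM KH2PO4 pH 8.2 + 0.02% Tween-20; cpd via pin tool; 1 mM Gln soln; GluOx/HRP/Amplex Red; RT 30 min; fluor. t0 & final.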
# JMJD2A Tudor inh – inhibitors of human JMJD2A Tudor domain; O75164; AlphaScreen JMJD2A-Tudor / H3K4me3 peptide binding; 390,000 tested, 4.4% active; Potency, µM (titrated, usually from 114 µM), for the others: top-dose activity change, negative = inhibition, actives largely listed as inhibitors; note: potency is the fitted concentration of half-maximal effect; % is set by controls: 0 for no effect and ±100 for the full control effect; nearly all actives have a fitted effect of over 50% in size
# Tb PGK inh – blocks T. brucei phosphoglycerate kinase | P07378 | PGK/GAPDH coupled, Kinase-Glo luminescence, 60 min | Potency, µM (series often up to 57.5 µM), for inactives: top-dose activity change, negative = inhibition, most hits filed as inhibitors | 380,000 tested, 0.043% active; note: potency is the fitted concentration of half-maximal effect; % is set by controls: 0 for no effect and ±100 for the full control effect; nearly all actives have a fitted effect of over 60% in size
#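 Recombinant glycosomal PGK reaction used 1,3-bisphosphoglycerate generated in-well by GAPDH (100nM final) in 100mM TEA pH 7.6, 5mM MgCl2, 0.01% Tween-20. After 60 minutes at room temperature, ATP was read by Kinase-Glo Plus luminescence end-point.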
# HP1b binding inh – inhibitors of HP1-beta chromodomain binding to methylated histone tails; 390,000 tested, 0.56% active; Potency, µM (titrated, usually from 114 µM), without a hit: top-dose activity change, negative = inhibition, hits mostly inhibitors; P83916; AlphaScreen HP1-beta / biotin-H3K9me3 peptide binding; note: potency is the fitted concentration of half-maximal effect; nearly all actives have a fitted effect of over 70% in size; inactives centre near 23
# Target sequence (P83916 whole entry, looked up): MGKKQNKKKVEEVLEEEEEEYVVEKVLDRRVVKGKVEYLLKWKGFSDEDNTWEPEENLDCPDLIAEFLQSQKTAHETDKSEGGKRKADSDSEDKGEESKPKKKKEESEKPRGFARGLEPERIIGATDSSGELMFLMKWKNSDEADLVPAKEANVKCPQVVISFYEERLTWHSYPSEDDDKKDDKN
#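 Compound inhibition of the preformed complex between 50 nM HP1-beta and 50 nM biotinylated H3K9me3 peptide was read by AlphaScreen. Buffer was PBS pH 7.4 with 0.01% Tween-20. Incubations ran 30 min at room temperature, with 10 ug/mL donor/acceptor beads.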
# POLH inh – DNA polymerase eta (human) inhibition; recombinant Pol eta, fluorescent DNA replication assay; Potency, µM (highest dose often 114 µM), for the others: at the top dose activity change, negative = inhibition, most hits filed as inhibitors; 390,000 tested, 1.2% active; note: potency is the fitted concentration of half-maximal effect; % is set by controls: 0 for no effect and ±100 for the full control effect
#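 Fluorescent replication assay: 50 nM final substrate added after a 15 min room-temperature compound preincubation with 10 nM enzyme. Signal taken at 0 min and again at 10 min.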
# BAZ2B inh – BAZ2B (human) inhibition; Q9UIF8; AlphaScreen BAZ2B-H3K14Ac peptide displacement; Potency, µM (highest dose often 114 µM), inactives show at the highest dose activity change, negative = inhibition, actives largely listed as inhibitors; 360,000 tested, 4.4% active; AID 504333; note: potency is the fitted concentration of half-maximal effect; % is set by controls: 0 for no effect and ±100 for the full control effect; nearly all actives have a fitted effect of over 60% in size
#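 Inhibition is scored as reduced AlphaScreen emission. The BAZ2B/b-H3(5-23)K14Ac complex (50 nM each) in PBS pH 7.4, 0.01% Tween-20 meets compound (up to 110 uM) for 30 min at RT before bead addition.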
# * marks the source's active call; other numbers are inactive results; i = inactive; u = inconclusive; x = no result given; [ ] = dose if it differs, or a comment. Unless noted, calls come from the whole dose curve; as a rule, active = well fitted curve in the direction sought with a large enough effect; inconclusive = small, poorly fitted or top-dose-only effect, or another doubt; inactive = no such curve, though single readings can be large; an effect the other way counts as inactive or inconclusive. These rows are one share of the data. The share of hits here may be higher or lower than overall.
SMILES,Pin1 inhibitor,PI4K2A block,G9a inh,GLS inhibitor,JMJD2A Tudor inh,Tb PGK inh,HP1b binding inh,POLH inh,BAZ2B inh
CCc1ccc(-c2cc(C)no2)cc1S(=O)(=O)Nc1cc(C)ccn1,-9%,-2,-6%,0%,-17%,-2%,32%,5%,-15%
O=S(=O)(c1ccccc1)c1nc(-c2cccs2)oc1NCc1cccnc1,-10%,-2,-3%[2.33 µM],-23%,-33%,i,4%,-15%,u
CCOC(=O)C(CC)Sc1nnc2[nH]c(=O)cc(C)n12 (centres undefined),-14%,2,-1%[59 µM],-9%,-15%,i,-1%,4%,-1%
Cc1ccc(N2C(=O)C(CC(=O)Nc3ccc(F)cc3)N(Cc3ccc4c(c3)OCO4)C2=O)cc1 (centres undefined),0%,5,-2%[59 µM],0%,-15%,0%,29%,-15%,-2%
Cc1cc(C)c2cc(C(c3nnnn3CC3CCCO3)N3CCN4CCCC4C3)c(=O)[nH]c2c1 (centres undefined),3%,8,u,-7%,-8%,x,30%,-10%,x
CCCN1C(=O)c2ccc(C(=O)Nc3nccs3)cc2C1=O,-4%,-8,4%[12.7 µM],-15%,-30%,-9%,27%,-6%,10%
O=C(O)c1cc(-c2ccccc2)nn1Cc1ccccc1,-1%,-2,-20%[59 µM],16%,-12%,3%,44%[activator],-8%,x
Cc1ccc2nc(NC(=O)c3ccc(OCC4CCCO4)cc3)sc2c1 (centres undefined),0%,-5,-3%[59 µM],14%,-16%,4%,3%,-13%,8%
CCOC(=O)c1cc(C)n(Cc2ccc(OCC)c(OC)c2)c1C,u,0,-48%[59 µM],-4%,u,-4%,-23%,-26%,u
O=C(Nc1ccc(CN2CCOCC2)cc1)c1cc2ccccn2n1,2%,-3,u,-7%,-7%,-11%,47%[activator],-17%,6%
CC(NC(=O)COC(=O)C1CCN(c2ccc(C(F)(F)F)cn2)CC1)c1ccccc1 (centres undefined),x,-2,x,0%,x,-3%,x,-18%,x
CC(=O)Nc1ccc(NC(=O)c2ccc(N(Cc3ccccc3C)S(C)(=O)=O)cc2)cc1,-3%,1,x,-4%,-16%,10%,11%,-6%,x
CCOC(=O)C1CCN(C(=O)COC(=O)c2cc(-c3cccs3)nn2-c2ccccc2)CC1,1%,-3,-36%,3%,-20%,-7%,15%,-4%,12%
Cc1cc(C)n2nc(CC(=O)NCc3ccccc3Cl)nc2n1,-2%,6,-12%,-13%,-6%,-6%,30%,-8%,-4%
O=C(NCc1ccccc1)c1ccc(CS(=O)Cc2ccc(Cl)cc2)o1 (centres undefined),1%,2,x,-2%,-9%,4%,41%[activator],-1%,16%
CCOc1ccccc1CNC(=O)C1CCN(S(=O)(=O)c2c(C)noc2/C=C/c2ccccc2F)CC1,16%,-4,1%[59 µM],4%,-3%,i,23%[57 µM],-11%,-1%
CCCn1nnnc1SCC(=O)N(C(C)C)C(C)C,1%,0,-30%[12.7 µM],0%,-4%,-4%,23%,-5%,-30%
CCOc1ccc([N+](=O)[O-])cc1CNC1CCCCCCC1,-5%,4,x,-8%,0%,-10%,31%,-22%,-11%
O=C(c1ccc2c(c1)OCO2)N1CCN(c2ccc(Cl)cc2)CC1,-4%,2,-1%[59 µM],12%,-19%,x,4%,-1%,4%
Cc1cc(NC(=O)COC(=O)CCNS(=O)(=O)c2c(Cl)cccc2Cl)no1,-5%,-5,u,-5%,-9%,-8%,59%[activator],-21%,-18%
Cc1cc(C)c(-n2c(SCC(=O)N3CCOCC3)n[nH]c2=O)c(C)c1,6%,0,31%[0.501 µM],0%,-7%,6%,47%[activator],1%,7%
CCOC(=O)CCc1c(C)nc2cc(-c3ccc(F)cc3)[nH]n2c1=O,-2%,1,3%[12.7 µM],-1%,-10%,-4%,28%,-14%,-2%
CC(C)Oc1ccc(C(=O)OCC(=O)NC2CCCCCC2)cc1,0%,-5,-4%[12.7 µM],6%,6%,-1%,48%[activator],-4%,6%
O=C(COC(=O)Cc1ccc(Cl)cc1)NCc1ccc2c(c1)OCO2,-3%,-4,-35%,1%,-4%,0%,24%,-11%,-1%
COc1ccc(CCNC(=O)COC(=O)Cn2cnc3ccccc3c2=O)cc1,-3%,2,7%[12.7 µM],-10%,-8%,-3%,53%[activator],-19%,-1%
CCOC(=O)C1CCCN(CC(=O)Nc2cc(C)cc(C)c2)C1 (centres undefined),1%,1,50µM*,7%,-11%,5%,20%,-10%,-3%
COc1ccccc1CNC(=O)c1ccc(CS(=O)(=O)c2ccc(C)cc2)o1,3%,-8,-16%,-5%,-19%,-6%,37%,45µM*,u
COc1ccc(N2CCN(C(=O)CSc3nnc(COc4cccc5cccnc45)o3)CC2)cc1,1%,5,-2%[59 µM],27%,-29%,-9%,-2%,-11%,-12%
COc1ccc(/C=N/NC(=O)c2cccnc2)cc1COc1ccc(NC(C)=O)cc1,-17%,-1,u,15%,-8%,1%,28%,-3%,-21%
CC(=O)c1ccc(NC2=NS(=O)(=O)c3ccccc32)cc1,13%,3,-12%[59 µM],-10%,-19%,-6%,-9%,4%,-20%
O=C(NC(=S)Nc1ccc2oc(=O)ccc2c1)c1ccco1,2%,-3,u,u,-6%,1%,34%,-21%,-10%
CCC(C(=O)NCc1cccnc1)n1nc(C)n2c(cc3occc32)c1=O (centres undefined),-13%,-7,-11%,1%,2%,-5%,37%,-18%,-10%
CCCC(c1nnnn1C(C)(C)C)N1CCN(Cc2ccccc2OC)CC1 (centres undefined),0%,-2,-28%[12.7 µM],1%,-2%,-9%,32%,-15%,u
Cn1ncc(SCc2ccccc2)c(Cl)c1=O,-1%,0,34%,19%,-12%,-2%,16%,-12%,5%
CN(C)S(=O)(=O)c1cc(C(=O)OCCn2cnc3c2c(=O)n(C)c(=O)n3C)ccc1Cl,-2%,2,2%,3%,-15%,-4%,-1%,3%,-5%
CCCC1=C(C(=O)OCC)C(c2c(C)nn(-c3ccccc3)c2Cl)C(C#N)=C(N)O1 (centres undefined),1%,4,u,-1%,-27%,0%,22%,-9%,15%
Cc1ccc(Cc2nc(-c3cccnc3)no2)cc1,-2%,2,90%[activator][59 µM],6%,3%,4%,39%,-1%,54%[activator]
O=C(CCNS(=O)(=O)c1ccc(Br)cc1)NCC(c1cccs1)N1CCOCC1 (centres undefined),x,0,x,2%,x,-2%,x,1%,x
Cc1cc(=O)oc2c(C)c(OC3CCCCC3=O)ccc12 (centres undefined),-6%,5,-7%,-3%,-10%,-8%,4%,-11%,5%
COCCNC(=O)c1ccccc1NC(=O)c1ccccc1SC,9%,-15,4.5µM*,-19%,-6%,7%,17%,-26%,-13%
C=CCn1c(SCC(=O)N2CCN(CCO)CC2)nc2sc3c(c2c1=O)CCC3,0%,-1,x,3%,-17%,-2%,20%,-6%,-13%
CCN1CCN(Cc2c(O)ccc3oc(C)c(C(=O)Nc4ccc(C)cc4C)c23)CC1,-1%,1,-23%[59 µM],-4%,-20%,1%,20%,5%,-13%
Cc1nn(-c2ccccc2)c(Cl)c1C(=O)Nc1c(C)n(C)n(-c2ccccc2)c1=O,0%,0,-5%[59 µM],-3%,-21%,0%,8%,1%,11%
CCOc1ccc(/C=C/C(O)=C2/C(=O)NC3(C)CC2c2ccccc2O3)cc1OC (centres undefined),5%,2,40%[59 µM],3%,-6%,9%,30%,-9%,u
Cc1ccc(NC(=O)CNc2cccc(S(=O)(=O)N3CCOCC3)c2)cc1F,u,4,u,1%,-18%,-5%,30%,-18%,-12%
Cc1cc(C)n(S(=O)(=O)c2ccccc2[N+](=O)[O-])n1,-5%,-6,x,0%,-14%,7%,28%,-4%,5%
C/C(=N\O)C(C)(C)Nc1ccc(F)cc1,1%,-3,u,21%,-9%,-4%,8%,-14%,-34%
O=C(COC(=O)CCc1nc2ccccc2c(=O)[nH]1)Nc1ccccc1OC(F)F,3%,1,0%[12.7 µM],3%,-8%,3%,30%,0%,-17%
COc1ccc(NC(=O)NCCCN2CCC(Cc3ccccc3)CC2)cc1,-6%,-4,x,-3%,-24%,5%,4%,-8%,-12%
CCOC(=O)N1CCN(C(=O)CSc2ccc(-c3ccc(OC)cc3)nn2)CC1,-18%,1,0%,-10%,-18%,3%,38%,10%,-23%
COc1ccc2cc3cc(C(=O)N4CCCCC4C)oc3nc2c1 (centres undefined),6%,-27,14%,-4%,-4%,-11%,25%[57 µM],-10%,-10%
O=[N+]([O-])c1ccc(NN=CCCc2ccccc2)nc1,4%,2,x,3%,-29%,3%,-10%[57 µM],-5%,x
Cc1ccc(C(=O)NCC(c2cccs2)N(C)C)cc1S(=O)(=O)N1CCOCC1 (centres undefined),4%,1,x,-3%,-25%,i,18%,-19%,4%
Nc1c([N+](=O)[O-])c(=O)oc2ccccc12,-6%,-2,1%,1%,-4%,8%,35%,-8%,x
CCc1ccc(N2CCn3c2nc2c3c(=O)n(Cc3ccc(F)cc3)c(=O)n2C)cc1,-2%,7,-2%[59 µM],-4%,6%,-8%,37%,-17%,3%
COc1cc(OC)cc(-c2nc(-c3ccccc3)no2)c1,5%,-3,71%[activator][59 µM],-12%,136%[activator],-13%,169%,-7%,158%[activator]
